Glioma ERSR ind = ER stress response induction in glioma | U87-MG GRP78 promoter luciferase reporter, 16 h | Potency, µM, for the others: top-dose activation, most hits filed as activators | actives 0.02% (n = 420,000) | AID 602332; also: potency is read from the fitted curve at half-maximal effect; series mostly up to about 76 µM; % of control where 0% means no effect; nearly all actives have a fitted effect of over 35% in size
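Stably transfected U87-MG glioma cells carrying a GRP78-based luciferase sensor; 16 h compound incubation. Luminescence end-point read 10 min after Bright-Glo addition at room temperature.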
BLM inh = blocks DNA unwinding by human BLM helicase; P54132; recombinant BLM DNA unwinding, fluorescence dequenching; Potency, µM (doses to about 56.1 µM), without a hit: top-dose activity change, negative = inhibition, usual class: inhibitors; actives 0.2% (n = 350,000); AID 2528;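 also: potency is read from the fitted curve at half-maximal effect; plate controls were vehicle for no effect and no enzyme for full effect; nearly all actives have a fitted effect of over 35% in size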
Target sequence (P54132 whole entry, looked up): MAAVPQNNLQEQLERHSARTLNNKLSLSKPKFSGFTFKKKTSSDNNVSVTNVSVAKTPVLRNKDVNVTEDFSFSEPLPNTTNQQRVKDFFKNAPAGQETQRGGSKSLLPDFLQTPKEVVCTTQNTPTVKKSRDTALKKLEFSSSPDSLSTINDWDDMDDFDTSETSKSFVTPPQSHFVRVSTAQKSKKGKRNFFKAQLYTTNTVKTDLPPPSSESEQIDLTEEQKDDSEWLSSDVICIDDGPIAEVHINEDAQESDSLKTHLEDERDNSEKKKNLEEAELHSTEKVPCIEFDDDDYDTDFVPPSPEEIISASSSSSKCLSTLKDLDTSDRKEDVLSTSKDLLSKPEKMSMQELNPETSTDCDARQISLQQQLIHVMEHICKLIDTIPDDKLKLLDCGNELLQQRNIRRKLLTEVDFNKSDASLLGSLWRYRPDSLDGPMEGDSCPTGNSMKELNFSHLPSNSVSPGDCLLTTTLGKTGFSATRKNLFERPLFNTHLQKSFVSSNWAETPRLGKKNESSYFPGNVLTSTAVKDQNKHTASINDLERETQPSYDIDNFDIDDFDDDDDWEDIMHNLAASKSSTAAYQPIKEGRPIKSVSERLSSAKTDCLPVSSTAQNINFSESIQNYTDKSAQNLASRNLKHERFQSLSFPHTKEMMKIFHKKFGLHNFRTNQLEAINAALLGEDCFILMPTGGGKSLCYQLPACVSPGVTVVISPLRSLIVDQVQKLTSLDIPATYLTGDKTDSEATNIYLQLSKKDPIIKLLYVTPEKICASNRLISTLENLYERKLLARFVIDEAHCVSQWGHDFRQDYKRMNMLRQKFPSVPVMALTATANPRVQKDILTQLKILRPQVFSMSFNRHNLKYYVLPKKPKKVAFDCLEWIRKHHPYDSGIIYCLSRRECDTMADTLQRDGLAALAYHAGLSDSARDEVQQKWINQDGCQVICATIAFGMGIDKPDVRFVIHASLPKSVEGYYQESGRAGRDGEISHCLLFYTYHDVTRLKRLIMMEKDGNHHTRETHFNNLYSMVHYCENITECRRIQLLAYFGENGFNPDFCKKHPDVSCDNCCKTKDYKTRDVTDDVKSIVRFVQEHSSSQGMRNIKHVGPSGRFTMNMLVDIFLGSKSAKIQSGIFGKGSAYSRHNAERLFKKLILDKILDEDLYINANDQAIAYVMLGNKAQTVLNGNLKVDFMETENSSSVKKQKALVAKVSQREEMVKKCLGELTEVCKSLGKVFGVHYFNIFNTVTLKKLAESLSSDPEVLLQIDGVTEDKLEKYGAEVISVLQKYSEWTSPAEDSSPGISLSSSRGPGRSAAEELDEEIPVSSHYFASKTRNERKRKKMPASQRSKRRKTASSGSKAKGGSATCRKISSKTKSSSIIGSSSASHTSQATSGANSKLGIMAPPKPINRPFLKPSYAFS
POLI inh = blocks human DNA polymerase iota activity; actives 1% (n = 390,000); Pol iota fluorescent replication assay, 10 min; Potency, µM (titrated, usually from 115 µM), inactives show top-dose activity, negative = inhibition, most hits filed as inhibitors; AID 588590; also: potency is read from the fitted curve at half-maximal effect
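Fluorescent replication assay read twice, at 0 min and 10 min after adding 50 nM (final) substrate. Enzyme (10 nM) and compounds were first incubated 15 min at room temperature; enzyme-free buffer wells were negative controls.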
Anesthetic bind = candidate novel general anesthetic via apoferritin binding. Potency, µM (top dose mostly 77.5 µM), without a hit: at the highest dose activity change, negative = displacement, hits mostly inhibitors. P02791. actives 0.074% (n = 350,000). apoferritin/1-aminoanthracene competitive binding, fluorescence. AID 485281; also: potency is read from the fitted curve at half-maximal effect; % is scaled to controls: 0 for no effect and ±100 for the full control effect; nearly all actives have a fitted effect of over 20% in size
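Concentration-response curves derived by four-parameter Hill fitting of normalized fluorescence, where compounds displaced 1-AMA from 10 uM horse apoferritin following a brief 10 min room-temperature incubation; propofol titration acted as positive control.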
Pol kappa inh = blocks human DNA polymerase kappa activity; Q9UBT6; purified Pol kappa, fluorescent DNA synthesis assay, 10 min; Potency, µM (doses to about 107 µM), for inactives: at the highest dose activity, negative = inhibition, hits mostly inhibitors; actives 0.53% (n = 400,000); AID 588579; also: potency is read from the fitted curve at half-maximal effect; % is scaled to controls: 0 for no effect and ±100 for the full control effect
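Kinetic fluorescence readout at 0 and 10 min followed reaction start with substrate at 50 nM final. Beforehand, enzyme (10 nM Pol kappa) stood 15 min with compound at room temperature; buffer-only wells were negative controls.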
POLH inh = inhibitors of human DNA polymerase eta; Q9Y253; recombinant Pol eta, fluorescent DNA replication assay; Potency, µM (titrated, usually from 114 µM), for the others: at the highest dose activity change, negative = inhibition, hits mostly inhibitors; actives 1.2% (n = 390,000); AID 588591; also: potency is read from the fitted curve at half-maximal effect; % is scaled to controls: 0 for no effect and ±100 for the full control effect
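Pol eta (10 nM) was preincubated with compounds for 15 min at room temperature, after which fluorescent replication substrate (50 nM final) was added to start the reaction. Fluorescence was read kinetically at 0 and 10 min.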
APE1 inh = inhibitors of human APE1 endonuclease; AID 2517; Potency, µM (doses to about 65.8 µM), for the others: top-dose activity change, negative = inhibition, hits mostly inhibitors; recombinant APE1, TAMRA/BHQ-2 abasic DNA cleavage fluorescence; actives 0.35% (n = 350,000);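 also: potency is read from the fitted curve at half-maximal effect; plate controls were vehicle for no effect and reference inhibitor for full effect; nearly all actives have a fitted effect of over 55% in size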
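APE1 at 0.75 nM preincubated 15 min at room temperature with compound. Reaction then started with 50 nM double-stranded THF-abasic substrate labelled with TAMRA/BHQ-2, and 525/598 nm fluorescence read kinetically. Activity taken as third-minus-first read difference, normalized to DMSO and NSC13755 controls.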
Pol beta inh = inhibitors of human DNA polymerase beta; Pol beta primer extension/strand displacement, fluorescence kinetic; Potency, µM (highest dose often 114 µM), for inactives: at the top dose activity change, negative = inhibition, usual class: inhibitors; actives 1.3% (n = 340,000); also: potency is read from the fitted curve at half-maximal effect; % is scaled to controls: 0 for no effect and ±100 for the full control effect
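Curves were derived by four-parameter Hill fits of normalized qHTS data. The kinetic fluorescent primer-extension read was taken at 0 and 10 min after 50 nM substrate, following a 15 min room-temperature preincubation of 10 nM enzyme with compounds.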
LDHA inh = inhibitors of human lactate dehydrogenase A; purified LDHA, NADH/diaphorase-resazurin fluorescence; active compounds read low; P00338; actives 0.15% (n = 480,000); activity change, % (values are at about 110 or 230 µM); AID 1347041; in the data active = activity change below about -30%; inconclusive = mostly about -25% to -30%;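 also: plate controls were DMSO wells for no effect and wells without enzyme for full effect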
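Human LDH5 at 2 nM final in Tris HCl pH 7.4 with 0.06 mM NADH and 0.2 mM pyruvate, reacted 5 minutes at room temperature. Remaining NADH coupled via diaphorase/resazurin; resorufin fluorescence read at 0 and 20 minutes, normalized to enzyme-free and DMSO wells.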
An asterisk follows results filed as active; u = inconclusive; x = no result given; [ ] = another dose, or the depositor's remark. Unless noted, calls follow the shape of the dose curve; as a rule, active = well fitted curve in the direction sought with a large enough effect; inconclusive = small, poorly fitted or top-dose-only effect, or another doubt; inactive = no such curve, though single readings can be large; an effect the other way counts as inactive or inconclusive. Some of the compounds tested; rates above refer to the full screens.

1	O=C(Cn1cnc2c(nnn2Cc2ccccc2)c1=O)Nc1ccc2c(c1)OCCO2
2	Cc1ccc([N+](=O)[O-])cc1NC1CC(O)C(CO)O1 (stereo unspecified)
3	Cc1ccc(NC(=O)C(C)OC(=O)c2n[nH]c3ccccc23)cc1 (stereo unspecified)
4	CCn1cc(C(=O)NCCc2ccccc2)c(=O)c2cc(F)c(N3CCN(C)CC3)cc21
5	CC(C)(C)N(Cc1ccccc1)C(=O)COC(=O)c1ccc([N+](=O)[O-])o1
6	CN(C)CC1CCCCC1OC(=O)/C=C/c1ccccc1 (stereo unspecified)
7	COc1ccc(NC(=S)N/N=C/c2ccc(F)c(F)c2)cc1
8	CC(NC(=O)c1ccc(CS(C)(=O)=O)cc1)C1CC2CCC1C2 (stereo unspecified)
Compound,1,2,3,4,5,6,7,8
Glioma ERSR ind,-1%,-1%,4%,6%,2%,-5%,8%,-3%
BLM inh,-3%,-9%,x,5%,x,2%,-4%,-1%
POLI inh,41%[activator],41%[activator],41%[activator],5%,1%,39%[activator],-7%,99%[activator]
Anesthetic bind,-2%,-4%,x,-6%,x,-10%,-8%,-4%
Pol kappa inh,-10%,0%,-14%,-1%,-2%,3%,-17%,2%
POLH inh,-13%,-3%,2%,2%,u,-21%,-8%,-8%
APE1 inh,-13%,1%,-1%,3%,16%,7%,-4%,19%
Pol beta inh,u,24%,x,8%,x,28%,12%,-1%
LDHA inh,-6,-5,-6,1,3,-5,-4,-6

9	O=C(CN1CCN(c2ccc([N+](=O)[O-])cc2)CC1)Nc1nccs1
10	CCN(CC)C(=O)N(CC)Cc1ccccc1
11	O=C(c1ccncc1)N1CCN(S(=O)(=O)c2cccc([N+](=O)[O-])c2)CC1
12	COc1cc(OC)c2ccc(=O)oc2c1C(CCN1CCOCC1)c1ccc(N(C)C)cc1 (stereo unspecified)
13	COc1ccccc1NC(=O)COc1ccc(/C=N/n2cnnc2)cc1OC
14	CC(=O)N1c2ccc(S(=O)(=O)NCCC(=O)N3CCCC(C)C3)cc2CC1C (stereo unspecified)
15	O=C(O)C(Cc1cn[nH]n1)=NO
16	COc1cccc(-c2cccc(NC(=O)C3CCN(Cc4nccs4)CC3)c2)c1
Compound,9,10,11,12,13,14,15,16
Glioma ERSR ind,-1%,-1%,-5%,2%,-2%,-1%,-3%,-4%
BLM inh,1%,1%,x,-3%[75.6 µM],-2%,-2%,-4%,-1%
POLI inh,80%[activator],13%,17%,x,35%[activator],35%[activator],25%,15%
Anesthetic bind,-1%,-22%,x,-8%,-5%,-6%,1%,-9%
Pol kappa inh,0%,-18%,-2%,-14%[60.1 µM],-7%,2%,11%,5%
POLH inh,0%,-18%,-8%,x,0%,-20%,-5%,-6%
APE1 inh,4%,2%,-9%,-6%,-1%,13%,28%,-10%
Pol beta inh,22%,12%,x,x,32%,42%,-2%,3%
LDHA inh,-1,-7,0,x,-6,-12,2,-2

5 of the compounds above, with two lines to a compound:
Sequence of screens – Glioma ERSR ind | BLM inh | POLI inh | Anesthetic bind | Pol kappa inh | POLH inh | APE1 inh | Pol beta inh | LDHA inh
[11] O=C(c1ccncc1)N1CCN(S(=O)(=O)c2cccc([N+](=O)[O-])c2)CC1
    -5% | x | 17% | x | -2% | -8% | -9% | x | 0
[12] COc1cc(OC)c2ccc(=O)oc2c1C(CCN1CCOCC1)c1ccc(N(C)C)cc1 (stereo unspecified)
    2% | -3%[75.6 µM] | x | -8% | -14%[60.1 µM] | x | -6% | x | x
[13] COc1ccccc1NC(=O)COc1ccc(/C=N/n2cnnc2)cc1OC
    -2% | -2% | 35%[activator] | -5% | -7% | 0% | -1% | 32% | -6
[14] CC(=O)N1c2ccc(S(=O)(=O)NCCC(=O)N3CCCC(C)C3)cc2CC1C (stereo unspecified)
    -1% | -2% | 35%[activator] | -6% | 2% | -20% | 13% | 42% | -12
[15] O=C(O)C(Cc1cn[nH]n1)=NO
    -3% | -4% | 25% | 1% | 11% | -5% | 28% | -2% | 2

Additional records.
17	CCCOc1ccc(NC(=O)C2CC(=O)N(C(C)C)C2)cc1 (stereo unspecified)
18	O=C(CSc1nnc(-c2cccnc2)o1)Nc1ccccc1F
19	O=C(COC(=O)C1CCN(S(=O)(=O)c2ccc3c(c2)OCCO3)CC1)Nc1ccc(C(F)(F)F)cc1
20	CCOc1ccc(N(CC(=O)NCc2ccccc2)S(C)(=O)=O)cc1
21	Cc1cc2[nH]c(=O)c(=O)[nH]c2cc1S(=O)(=O)N(C)C1CCCCC1
22	CCn1c(SCc2ccccc2)nnc1C1CCCCC1
23	CNc1nc(SC)n(C)c(=O)c1N=O
24	Cn1c(=O)c2cc(S(=O)(=O)NC(C(=O)Nc3cccc(F)c3)c3ccccc3)ccc2n(C)c1=O (stereo unspecified)
Compound,17,18,19,20,21,22,23,24
Glioma ERSR ind,-4%,-5%,-3%,6%,-2%,-5%,x,-4%
BLM inh,-5%,x,-3%,2%,1%,-4%,-2%,0%
POLI inh,28%,34%[activator],u,15%,-22%,10%,x,0%
Anesthetic bind,-10%,x,-3%,-6%,-15%,-12%,-6%,u
Pol kappa inh,-16%,-4%,-26%,-2%,0%,-20%,x,-9%
POLH inh,-10%,-7%,-17%,-10%,-5%,-25%,x,-15%
APE1 inh,4%,29%,2%,4%,10%,4%,0%,6%
Pol beta inh,4%,x,26%,1%,22%,1%[57.1 µM],29%,-7%
LDHA inh,3,-1,-2,0,0,-3,x,0

25	COc1cccc(NS(=O)(=O)c2ccc3[nH]cc(C(=O)NC(C)c4ccccc4)c(=O)c3c2)c1 (stereo unspecified)
26	O=C1NCCN1C(=O)N(c1ccccc1)c1ccccc1
27	COc1ccccc1NC(=O)CSc1nnc(-c2ccco2)o1
28	O=C(Nc1ccccc1N1CCCCC1)c1cccc(Cl)c1
29	O=C(c1ccc2c(c1)N(Cc1ccccc1F)C(=O)c1ccccc1S2(=O)=O)N1CCOCC1
30	O=C(Nc1ccccc1N1CCOCC1)C1=NN(c2c(F)c(F)cc(F)c2F)C(=O)CC1
31	Cn1cc(S(=O)(=O)N2CCCC2)cc1C(=O)NCc1ccccc1Cl
32	O=S(=O)(Nc1ccc(O)c(CN2CCCCC2)c1)c1ccccc1
Compound,25,26,27,28,29,30,31,32
Glioma ERSR ind,7%,-4%,-2%,0%,-1%,-3%,-3%,2%
BLM inh,-11%,-4%,1%,-5%,-5%,x,-1%,-1%
POLI inh,89µM*,-8%[58.9 µM],7%,41%[activator],3%,20%,-10%,7%
Anesthetic bind,-20%,-7%,-9%,-5%,5%,x,-18%,-22%
Pol kappa inh,u,-1%,1%,-16%,-15%,-7%,-7%,-1%
POLH inh,u,-7%,-9%,-15%,-2%,-25%,-11%,-10%
APE1 inh,x,0%,-9%,14%,x,20%,39%[activator],-1%
Pol beta inh,40µM*,2%,-2%,1%,3%,x,20%,17%
LDHA inh,8,4,-9,0,-7,-3,-11,9

33	O=C1C=CC(=O)N1c1ccc(N2CCCCC2)cc1
34	CCc1ccc(NC(=O)CSc2nc3n[nH]c(C)c3c(=N)n2-c2cccc(OC)c2)cc1
35	O=C(CCl)N1c2ccccc2CCc2ccccc21
36	COc1ccc(-c2nn(-c3ccccc3C)cc2CNCc2cccnc2)cc1F
37	Cc1ccc2nc(-c3cccnc3)cc(C(=O)Nc3ccccc3[N+](=O)[O-])c2c1
38	CC(C)c1cnc2c(c1SCc1ccc([N+](=O)[O-])cc1)c(=O)n(C)c(=O)n2C
39	COc1ccccc1N(C)S(=O)(=O)c1ccc(C)c(C(=O)N2CCCCCC2)c1
40	COc1cc2oc(-c3ccccc3)cc(=O)c2cc1OC
41	CCNC(=S)Nc1ccc(Oc2ccccc2)cc1
42	CCCN1CCC(NC(=O)c2cccc(Oc3ccccc3)c2)CC1
43	O=C(COC(=O)CCN=C1NS(=O)(=O)c2ccccc21)NNC(=O)c1ccccc1
Compound,33,34,35,36,37,38,39,40,41,42,43
Glioma ERSR ind,-14%,-4%,x,-6%,-9%,-1%,-4%,3%,0%,0%,-2%
BLM inh,-2%,-14%,-9%,-2%,-14%,-2%,x,7%,x,-9%,x
POLI inh,10%,6%,x,115%[activator],u,2%,25%,x,11%,8%,21%
Anesthetic bind,-22%,-11%,-6%,-14%,-12%,u,x,x,x,0%,x
Pol kappa inh,-17%,-17%,x,-6%,0%,1%[60.1 µM],-5%,-4%[19.4 µM],-7%,-10%,1%
POLH inh,-5%,-13%,x,-17%,-15%,-16%,-21%,x,0%,-2%,-7%
APE1 inh,-3%,-6%,8%,-1%,38%,x,0%,-4%,x,-3%,-11%
Pol beta inh,18%,17%,17%,8%,-36%,2%,x,x,x,9%,x
LDHA inh,-7,1,x,-2,-12,-1,-3,x,2,-2,0

Some of the entries so far, with bars between the fields.
nr | smiles | Glioma ERSR ind | BLM inh | POLI inh | Anesthetic bind | Pol kappa inh | POLH inh | APE1 inh | Pol beta inh | LDHA inh
35 | O=C(CCl)N1c2ccccc2CCc2ccccc21 | x | -9% | x | -6% | x | x | 8% | 17% | x
36 | COc1ccc(-c2nn(-c3ccccc3C)cc2CNCc2cccnc2)cc1F | -6% | -2% | 115%[activator] | -14% | -6% | -17% | -1% | 8% | -2
37 | Cc1ccc2nc(-c3cccnc3)cc(C(=O)Nc3ccccc3[N+](=O)[O-])c2c1 | -9% | -14% | u | -12% | 0% | -15% | 38% | -36% | -12
